Bioassay records: PubChem BioAssay, National Center for Advancing Translational Sciences (NCATS)
TrxR1 substrate: rat thioredoxin reductase 1 substrate activity | O89049 | purified TrxR1 substrate turnover, NADPH consumption readout | Potency, µM (doses to about 114 µM), without a hit: at the top dose activity change, negative = substrate turnover | 390,000 tested, 0.01% active; further: on the % scale 0 is the no-effect control and ±100 the full control effect; nearly all actives have a fitted effect of over 50% in size
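Rat TrxR1, dispensed at 90 nM, was prereduced with 400 uM NADPH (final) for 5 min at ~22 deg C, then incubated with compound 15 min before 400 uM selenite. A first-read NADPH fluorescence drop versus no-compound background flagged substrates.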
RGS4 inh: human RGS4 inhibition; 390,000 tested, 0.039% active; Potency, µM (top dose mostly 114 µM), for inactives: at the top dose activity change, negative = inhibition, usual class: inhibitors; P49798; Transcreener GDP fluorescence polarization, RGS4-accelerated GTP hydrolysis; further: on the % scale 0 is the no-effect control and ±100 the full control effect; nearly all actives have a fitted effect of over 75% in size; some results filed as inactive show a strong effect at the top dose
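MLSMR compounds (23 nl, pin-transferred) preincubated 10 min at room temperature with a 500nM (2x) first reagent, then RGS4 at 900nM (2x) plus Transcreener GDP mix added; fluorescence polarization (620/688 nm) read before and after 90 min at 30 °C.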
TrxR1 inh: blocks rat thioredoxin reductase 1; Potency, µM (series often up to 114 µM), for inactives: top-dose activity change, negative = inhibition, hits mostly inhibitors; AID 588453; 390,000 tested, 1% active; recombinant rTrxR1, NADPH fluorescence consumption, selenite substrate; further: on the % scale 0 is the no-effect control and ±100 the full control effect; nearly all actives have a fitted effect of over 65% in size
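Rat TrxR1 (90 nM in the dispensed reagent) was pre-reduced with 400 uM NADPH for 5 min at room temperature, then incubated with compound for 15 min. After 400 uM selenite was added, NADPH fluorescence (Ex 340/Em 450 nm) was followed for 8 min.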
ALOX12 inh: blocks human arachidonate 12S-lipoxygenase | P18054 | purified 12hLO, xylenol orange hydroperoxide absorbance | Potency, µM (series often up to 108 µM), inactives show at the top dose activity change, negative = inhibition, hits mostly inhibitors | 580,000 tested, 1.1% active | AID 1671190; further: on the % scale 0 is the no-effect control and ±100 the full control effect
Target sequence (P18054 whole entry, looked up): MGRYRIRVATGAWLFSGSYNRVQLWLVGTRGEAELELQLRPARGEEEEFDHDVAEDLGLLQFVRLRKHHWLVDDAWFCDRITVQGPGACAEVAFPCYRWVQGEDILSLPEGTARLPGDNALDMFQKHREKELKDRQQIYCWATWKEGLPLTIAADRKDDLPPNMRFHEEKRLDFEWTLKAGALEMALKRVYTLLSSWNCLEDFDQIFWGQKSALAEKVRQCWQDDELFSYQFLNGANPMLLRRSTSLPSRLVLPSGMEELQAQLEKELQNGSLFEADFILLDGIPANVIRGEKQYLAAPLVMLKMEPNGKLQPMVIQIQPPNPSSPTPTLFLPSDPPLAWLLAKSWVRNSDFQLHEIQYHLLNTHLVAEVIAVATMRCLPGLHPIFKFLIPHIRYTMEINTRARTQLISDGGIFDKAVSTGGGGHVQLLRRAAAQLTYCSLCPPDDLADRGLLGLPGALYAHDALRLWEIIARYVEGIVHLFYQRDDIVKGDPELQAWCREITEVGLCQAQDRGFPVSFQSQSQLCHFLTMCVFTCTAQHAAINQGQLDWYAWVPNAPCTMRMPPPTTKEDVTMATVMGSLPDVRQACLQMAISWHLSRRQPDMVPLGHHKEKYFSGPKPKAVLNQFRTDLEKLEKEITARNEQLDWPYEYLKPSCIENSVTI
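Purified human 12hLO at 150 nM in 25 mM Hepes, 0.01% Triton X-100, pH 7.0, preincubated 15 min at room temperature with compound. Reaction started with 40 uM arachidonic acid, 30 min at room temperature. Hydroperoxide measured by Fe-xylenol orange, 573/405 nm absorbance ratio.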
USP1-UAF1 inh: inhibitors of human USP1/UAF1 deubiquitinase. O94782. recombinant USP1/UAF1, Ub-Rhodamine cleavage fluorescence. Potency, µM (series often up to 57.1 µM), inactives show at the highest dose activity change, negative = inhibition, hits mostly inhibitors. 390,000 tested, 0.23% active. AID 743255; further: on the % scale 0 is the no-effect control and ±100 the full control effect; nearly all actives have a fitted effect of over 60% in size; inactives centre near -12
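In this screen, compounds sit with the deubiquitinase complex (1nM) for 15 min at room temperature before Ub-Rho is added at 150nM final. Fluorescence rise is then followed for 6 reads every 60 seconds.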
Vif-A3F inh: Vif-A3F binding inhibition; HeLa A3F-eYFP + Vif (tagged APOBEC3F with the HIV-1 protein that degrades it), YFP fluorescence increase; 390,000 tested, 0.2% active; AID 602313; Potency, µM (doses to about 46.1 µM), for the others: top-dose activity, negative = active; further: % of control where 0% means no effect; nearly all actives have a fitted effect of over 65% in size
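HeLa cells stably expressing Vif plus C-terminally eYFP-tagged A3F were seeded, incubated overnight at 37 deg C, dosed with compound, incubated overnight again at 37 deg C. Yellow fluorescence (Ex 488/Em 500-530) reported blocked Vif-mediated A3F-eYFP degradation.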
Vif-APOBEC3G blk: inhibitors of Vif-APOBEC3G interaction | HeLa A3G-eYFP + Vif (tagged APOBEC3G with the HIV-1 protein that degrades it), YFP fluorescence, overnight | Potency, µM (titrated, usually from 46.1 µM), without a hit: top-dose activity, negative = active, most hits filed as inhibitors | 410,000 tested, 0.076% active | AID 602310 | Q9HC16;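 further: on the % scale 0 is the no-effect control and ±100 the full control effect; nearly all actives have a fitted effect of over 60% in size; hits raise eYFP signal because A3G escapes Vif-driven loss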
Target sequence (Q9HC16 whole entry, looked up): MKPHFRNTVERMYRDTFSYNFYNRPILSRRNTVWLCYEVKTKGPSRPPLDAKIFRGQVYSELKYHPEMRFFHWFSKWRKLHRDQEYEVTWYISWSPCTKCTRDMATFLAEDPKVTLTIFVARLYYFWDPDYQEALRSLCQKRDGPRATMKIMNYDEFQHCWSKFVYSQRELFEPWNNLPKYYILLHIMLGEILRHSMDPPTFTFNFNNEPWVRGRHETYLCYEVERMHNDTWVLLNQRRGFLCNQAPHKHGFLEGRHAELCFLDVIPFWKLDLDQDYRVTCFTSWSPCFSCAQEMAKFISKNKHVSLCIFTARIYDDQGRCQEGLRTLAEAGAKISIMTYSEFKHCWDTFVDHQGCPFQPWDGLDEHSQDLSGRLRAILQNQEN
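HeLa cells stably expressing Vif and C-terminally eYFP-tagged A3G, seeded overnight at 37 deg C, then exposed to compound by pintool overnight at 37 deg C. Rise in yellow fluorescence (Ex 488/Em 500-530, Acumen) marks blocked Vif-driven A3G degradation.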
RXFP1 ag: agonists of human relaxin receptor RXFP1; 370,000 tested, 0.3% active; Q9HBX9; Potency, µM (titrated, usually from 57.5 µM), without a hit: at the highest dose activation, most hits filed as activators; HEK293T-RXFP1 cAMP TR-FRET, 30 min; response scale: percent of porcine relaxin response, buffer zero; AID 2676; further: on the % scale 0 is the no-effect control and ±100 the full control effect; nearly all actives have a fitted effect of over 60% in size; many of its hits are not listed in these tables
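Agonist response is measured as cAMP accumulation in an RXFP1-transfected HEK293T line under PDE4 inhibition. Values are scaled between buffer-only and 29 nM porcine relaxin, and EC50s come from standard Hill equation fits.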
mIDH1 inhibitor: human IDH1 R132H inhibition; O75874; IDH1-R132H enzyme, NADPH consumption, diaphorase/resazurin fluorescence; Potency, µM (highest dose often 76.6 µM), for inactives: top-dose activity change, negative = inhibition, hits mostly inhibitors; 390,000 tested, 0.093% active; AID 602179; further: on the % scale 0 is the no-effect control and ±100 the full control effect; nearly all actives have a fitted effect of over 65% in size
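IDH1-R132H (0.5 ug/mL) preincubated 30 min with compound, then NADPH (0.016 mM) and alpha-KG (2 mM) added; 80 min at RT, pH 7.5. Remaining NADPH coupled via diaphorase/resazurin to fluorescence (540/590 nm); concentration-response curves normalized to no-enzyme control.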
Active calls of the source: *; ? = inconclusive; nt = not tested or not shown; [ ] = another dose, or the depositor's remark. The call rests on the fitted dose curve; in most records, active means well fitted curve in the direction sought with a large enough effect; inconclusive means small, poorly fitted or top-dose-only effect, or another doubt; inactive means no such curve, though single readings can be large; an effect the other way counts as inactive or inconclusive. Potency means the concentration at half of the fitted maximal effect. Not all compounds are listed (hit frequency here may not be typical).

mol | TrxR1 substrate | RGS4 inh | TrxR1 inh | ALOX12 inh | USP1-UAF1 inh | Vif-A3F inh | Vif-APOBEC3G blk | RXFP1 ag | mIDH1 inhibitor
COCCn1ccc2c(OCC(=O)NCCc3ccccc3)cccc2c1=O | -3%[57.1 µM] | 8% | -3%[57.1 µM] | -1% | -7% | 0% | 0% | 1.9% | -2%
CC(NC(=O)COc1ccccc1-c1ccccc1)c1ccccc1 (stereo not given) | -8% | 10% | -12% | -12% | -14% | 0% | 5% | 2.8% | 9%
Nc1n[nH]c2cc(=O)n(-c3ccc(Cl)cc3)nc12 | -1% | -21% | -6% | -22% | -15% | 0% | -4% | 7.1% | -1%
CC(C)C(=O)NC(=S)Nc1ccc(S(=O)(=O)Nc2nccs2)cc1 | 7%[57.1 µM] | -21% | 6%[57.1 µM] | -7% | -19% | -11% | -1% | 0.0% | -1%
CC(=O)N1N=C(c2ccc(Br)cc2)CC1c1ccc(Br)cc1 (stereo not given) | nt | nt | nt | ? | -21% | -4% | 1% | nt | 2%
O=C1c2ccccc2C(=O)N1CCSC(=S)N1CCOCC1 | 9% | -5% | 8% | -24% | -12% | -8% | 0% | -5.3% | -9%
COC(=O)c1ccc(NC(=O)c2cccc(Cl)c2)o1 | -5% | -34% | -5% | 0% | -17% | 2% | 0% | -1.6% | 4%
COc1ccc(N(CC(=O)N2CCN(C)CC2)S(=O)(=O)c2cc(C)ccc2OC)cc1Cl | -6% | -7% | -13% | 4% | -22% | -6% | 1% | -0.6% | 2%
O=C(NC1CCCCC1)c1cc(-c2cccc(Cl)c2)on1 | 3% | 5% | 14% | 11% | -21% | -16% | 1% | 1.5% | 4%
Cc1ccc2oc(C(=O)N(Cc3cccc(F)c3)C3CCS(=O)(=O)C3)c(C)c2c1 (stereo not given) | -12% | -19% | 5% | -3% | -13% | 0% | 2% | 0.4% | -16%
CCC(=O)Nc1ccc(S(=O)(=O)Nc2ccccn2)cc1 | 4%[57.1 µM] | 17% | 3%[57.1 µM] | -6% | ? | 4% | 3% | 3.8% | 10%
O=C(c1cccs1)N1C[C@@H](O)[C@H](n2cc(-c3ccc(F)cc3)nn2)C[C@@H]1c1ccccc1 | nt | nt | nt | ? | -6% | -3% | 0% | nt | 0%
COC(=O)[C@@H]1C[C@@]2(O)[C@@H](O)[C@@H](O)[C@@H](O)C[C@H]2N1C/C=C/c1ccccc1 | 0% | 1% | 3% | -18% | -26% | -10% | -1% | -0.7% | 7%
CNc1ncc(C(=O)c2ccc(-c3ccccc3)cc2)s1 | -2% | -1% | -1% | 12% | -6% | -2% | -6% | 0.0% | -9%
COc1ccc(N2CCN(C(=O)CCNC(=O)c3ccc(C(C)(C)C)cc3)CC2)cc1 | -6% | -3% | 14% | -16% | -11% | 6% | 1% | -2.9% | 10%
COc1ccc(OC)c(NCCN2C(=O)c3ccccc3C2=O)c1 | nt | nt | nt | -23% | -19% | 1% | -1% | nt | 8%
O=C(CCC(=O)N1CCN(Cc2ccc(F)cc2)CC1)Nc1nnc(C(F)(F)F)s1 | -9% | 26% | -18% | 3% | -5% | -15% | -1% | 2.9% | 0%
COC(=O)C1CCN(C(=O)COC(=O)CC(NC(N)=O)c2ccc(Cl)cc2)CC1 (stereo not given) | 10%[57.1 µM] | 27% | 36%[activator][57.1 µM] | 2% | -7% | -4% | 2% | 3.0% | 19%
CC(C)c1ccc(N(C(=O)c2csnn2)C(C(=O)NC(C)(C)C)c2cccnc2)cc1 (stereo not given) | -3% | 13% | 9% | 4% | -8% | -1% | 0% | 0.7% | -8%
CC1(c2ccc3ccccc3c2)NC(=O)N(CC(=O)N2CCCC(C(F)(F)F)C2)C1=O (stereo not given) | -6% | -11% | 8% | 7% | -9% | -14% | -1% | 0.5% | -9%
CCc1c(C)sc(NC(=O)C2CCCCC2C(=O)O)c1C(N)=O (stereo not given) | -3% | ? | -17% | ? | -3% | -2% | 0% | 1.2% | 8%
Cc1ccc(CSCC(=O)NCc2cccs2)cc1 | 7%[57.1 µM] | -20% | 5%[57.1 µM] | 0% | -14% | 12% | 1% | 1.8% | 15%
CCCN(CCC)C(=O)C1CCCN(c2ncnc3onc(-c4ccc(F)cc4)c23)C1 (stereo not given) | -4% | -14% | 6% | 0% | ? | -3% | -3% | -0.2% | -15%
COc1ccc(NC(=O)Cn2cnc3ccc(S(=O)(=O)N4CCC(C)CC4)cc3c2=O)cc1Cl | 4% | 10% | 26%[11.4 µM] | -11% | -21% | -10% | ? | 1.5% | 11%
CCc1ccc(NCc2cccn2-c2nnc(N3CCCCCC3)s2)cc1 | -4% | 28% | 13% | 0% | -26% | nt | nt | -0.5% | nt
O=C(CNC1CCCCC1)Nc1ccc([N+](=O)[O-])cc1C(=O)Nc1ccccc1F | -7% | 13% | 6% | 9% | -23% | 1% | 0% | 1.4% | -15%
CCNC(=O)C1Cc2cc(S(=O)(=O)N3CCCC3)ccc2N1C(C)=O (stereo not given) | 6% | -13%[11.4 µM] | 22% | 9% | -18% | -15% | 0% | 3.5% | -2%
O=C(CN1CCN(c2ccc(F)cc2)CC1)N1CCC(Cc2ccccc2)CC1 | 10% | -15% | 15% | ? | -16% | 1% | -1% | 1.2% | 5%
CC(C)(C)n1nc(Cc2cccc3ccccc23)c(C#N)c1N | 6%[57.1 µM] | 7% | 13%[57.1 µM] | -14% | nt | 5% | -6% | nt | nt
c1ccc2c(c1)OCCOCCOCCOCCOc1ccccc1OCCOCCOCCO2 | -1% | 1% | 15% | -17% | -14% | 2% | 0% | 0.8% | -6%
CC(C(=O)NC1CCCCC1)N(Cc1ccc(F)cc1)C(=O)c1snc(C(N)=O)c1N (stereo not given) | 17%[57.1 µM] | -7% | 17%[57.1 µM] | 10% | -20% | -17% | -6% | 0.3% | 4%
O=C(NCCN1CCOCC1)c1ccc2c(c1)N(Cc1cccc(F)c1)C(=O)c1ccccc1S2 | 3% | -9% | 0% | ? | -18% | 9% | -5% | 0.9% | 8%
CCc1cc2c(C)ccc(C)c2nc1SCC(=O)Nc1c[nH]c(=O)[nH]c1=O | -2% | 5% | 3% | -7% | -12% | -1% | 1% | ? | -3%
Cc1nn(-c2ccccc2)c(Cl)c1/C=N/NC(=O)c1ccco1 | -3% | 12% | 2% | 3% | 0% | -1% | -17% | 0.4% | 4%
COc1ccc(CCNC(=O)Cn2cc(C(F)(F)F)cc(Cl)c2=O)cc1 | 4% | -2% | 24% | -1% | -3% | 0% | 2% | -1.1% | 10%
O/N=C(/CCc1ccccc1)C1(O)CCCCC1 | 7% | -1% | 5% | 8%[57.4 µM] | 3% | 1% | 0% | 0.9% | 5%
COc1ccc(/C(O)=C2/C(=O)C(=O)N(CCN(C)C)C2c2cccnc2)cc1OC (stereo not given) | 4%[57.1 µM] | 2% | 18%[57.1 µM] | 6% | -1% | -9% | 1% | 1.4% | 6%
O=C(NC(=S)N1CCCC1)c1ccccc1Cl | 3% | -7% | -2% | 0% | -14% | ? | -6% | 0.2% | -7%
CC(NC(=O)NC12CC3CC(CC(C3)C1)C2)C1CCCO1 (stereo not given) | -5% | -3% | -2% | 0% | -14% | -13% | 5% | -0.3% | 11%
CCc1ccccc1NS(=O)(=O)c1ccc2c(c1)OCC(C(=O)N1CCCC1)O2 (stereo not given) | -2%[57.1 µM] | 18% | 4%[57.1 µM] | 11% | -9% | 1% | 4% | 0.0% | -13%
CCOc1ncccc1C(=O)N1CCN(S(=O)(=O)c2ccccc2)CC1 | -17%[57.1 µM] | -13% | 21%[57.1 µM] | -9% | -9% | -1% | 1% | -0.6% | 5%
Cc1cc(C)c(OCCN2CCCC2)c(Cl)c1 | 1% | -27% | 23% | -11% | -18% | 1% | 1% | 0.1% | -4%
Cc1cc(C(=O)CSc2ccc3c(c2)OCCO3)c(C)n1C1CC1 | 13%[57.1 µM] | -21% | 13%[57.1 µM] | -21% | -20% | -7% | 1% | 0.4% | 6%
CC1CN(c2sc(S(C)(=O)=O)nc2S(=O)(=O)c2ccc(Cl)cc2)CC(C)O1 (stereo not given) | 1% | -17%[56.9 µM] | ? | 25% | -14% | 3% | 1% | 4.9% | 3%
Cc1ccc(NC(=O)C(C)c2ccc(-c3ccccc3)c(F)c2)c(C)c1 (stereo not given) | 0% | 15% | -1% | 0% | 8% | 0% | -10% | 2.1% | -9%
CCCCC(=O)Nc1ccc(C(=O)NNC(=O)CCCOc2ccc(Cl)cc2Cl)cc1 | 3% | -25% | 15% | ? | -15% | 5% | 0% | 0.6% | 2%
CCOC(=O)CSc1nc(N)nc(C)c1Cl | 6% | ? | 18%[57.1 µM] | ? | -10% | -13% | -2% | 1.2% | 7%

Arranged by SMILES length (descending): some entries from above
mol | TrxR1 substrate | RGS4 inh | TrxR1 inh | ALOX12 inh | USP1-UAF1 inh | Vif-A3F inh | Vif-APOBEC3G blk | RXFP1 ag | mIDH1 inhibitor
CCc1cc2c(C)ccc(C)c2nc1SCC(=O)Nc1c[nH]c(=O)[nH]c1=O | -2% | 5% | 3% | -7% | -12% | -1% | 1% | ? | -3%
O/N=C(/CCc1ccccc1)C1(O)CCCCC1 | 7% | -1% | 5% | 8%[57.4 µM] | 3% | 1% | 0% | 0.9% | 5%
Cc1cc(C)c(OCCN2CCCC2)c(Cl)c1 | 1% | -27% | 23% | -11% | -18% | 1% | 1% | 0.1% | -4%
